# Growth percent in the NCI-60 one-dose screen (48 h, 10 µM unless noted): 100 = growth as untreated, 0 = no growth, -100 = all killed.
# DU-145 – DU-145 prostate cancer; 81,000 compounds, 4.2% hits
# U251 – U251 CNS tumor cells; 80,000 compounds, 5.4% hits; AID 1794753
# SF-268 – SF-268 CNS cancer cells; AID 1794759; 82,000 compounds, 3.1% hits
# SNB-19 – SNB-19 CNS cancer cells. 81,000 compounds, 2.5% hits. AID 1794751
# SF-539 – SF-539 CNS cancer | 81,000 compounds, 6.8% hits | AID 1794752
# PC-3 – PC-3 prostate cancer cells; 80,000 compounds, 3.9% hits; AID 1794754
# SF-295 – SF-295 CNS cancer cells; 79,000 compounds, 5.6% hits; AID 1794758
# HCC-2998 – HCC-2998 colon cancer; 79,000 compounds, 4.7% hits
# SNB-75 – SNB-75 CNS cancer | 79,000 compounds, 5% hits | AID 1794750
# * marks the source's active call; other numbers are inactive results; . = no result given; & = joins results of further samples; ! = repeats disagree. Rule for the calls: active = growth percent below 10; inactive = the rest.
SMILES,DU-145,U251,SF-268,SNB-19,SF-539,PC-3,SF-295,HCC-2998,SNB-75
O=C(C(Br)Br)C(Br)C(Br)c1ccccc1 (configuration not stated),87,.,116,112,97,101,116,112,115
Cc1ccc(F)cc1/C=C1\Cc2c(Br)cccc2C1=O,93,93,93,92,103,63,89,104,83
COc1cc2cc3c(nc2cc1OC)CCN3Cc1ccc(NC(=O)c2cccc(Cl)c2Cl)cc1,113,100,95,96,106,93,96,93,92
Cc1cc(C)n(Cc2ccccc2)c(=O)c1C#N,105,96,102,101,99,97,102,103,93
O=C1CC[C@@H](C(=O)N[C@H]2CSSC[C@@H](C(=O)NCCc3ccccc3)NC(=O)[C@H](Cc3ccccc3)NC(=O)[C@@H]3CCCN3C(=O)[C@@H]3CCCN3C2=O)N1,110,97,106,102,94,84,99,94,93
COc1ccc(Nc2nnc(COc3ccc(CNC(=O)CCCC/C=C/C(C)C)cc3OC)o2)cc1,101,102,89,96,98,103,90,104,80
C[Si](F)(c1cccc2ccccc12)c1cccc2ccccc12,103,86,92,98,108,67,93,96,82
CSc1ccc(Cc2nc3ccccc3[nH]2)cc1,113,106,105,97,105,97,103,98,84
CSC(=Nc1ccccc1)Nc1ccccc1,103,95,93,113,103,102,94,91,96
Fc1ccc(-c2cc(C(Cl)Cl)no2)cc1,100,108,100,95,106,93,97,107,72
CCCn1c(=O)[nH]c(N)c(C(c2cccc(OC)c2)c2c(N)[nH]c(=O)n(CCC)c2=O)c1=O,112,90,100,95,89,90,92,93,79
O=C1CCCN1c1nc(-c2ccc(Cl)cc2)cs1,98,93,89,85,98,95,90,98,.
COc1cc(C2=NNC(c3sc(Cl)nc3Cl)C2)cc(OC)c1OC (configuration not stated),96,99,103,97,115,93,105,91,93
COc1cc2c(c(OC)c1OC)CCC(c1cccc(NC(=O)c3ccc([N+](=O)[O-])cc3)c1)O2 (configuration not stated),83,76,73,83,87,51,63,92,90
COC1/C=C/OC2(C)Oc3c(C)c(O)c4c(O)c(c(/C=N/Nc5ccc([N+](=O)[O-])cc5[N+](=O)[O-])c(O)c4c3C2=O)NC(=O)C(C)=C/C=C/C(C)C(O)C(C)C(O)C(C)C(OC(C)=O)C1C (configuration not stated),39,-32*,14,39,-2.4*,34,81,-14*,67
Cc1ccc(N2CCN(CCCN3CCN(c4ccc(Cl)cc4)CC3)CC2)cc1,107,76,109,85,77,71,81,101,70
CCCCOC(=O)c1cccc(NC(=O)CN2CCOCC2)c1,104,91,96,101,101,77,94,97,100
COc1cc(-c2ccc(-c3ccc(C(=N)N)s3)s2)cc(OC)c1OC,36,1.1*,47,48,-36*,47,51,50,75
NS(=O)(=O)c1ccc(Cl)cc1[N+](=O)[O-],129,106,119,110,107,115,104,113,99
COc1ccc(Oc2ccc(C3CC(c4cc(OC)c(OC)c(OC)c4)=NN3C(C)=O)cc2)cc1 (configuration not stated),40,25,39,31,46,18,22,42,46
CC(C)[C@@H](C)/C=C/[C@@H](C)[C@H]1CCC2=C3CCC4=CC(=O)C=C[C@]4(C)[C@H]3CC[C@@]21C,113,99,102,100,98,94,101,101,85
COc1ccc(C(=O)C(C#N)c2cc(OC)c(OC)c(OC)c2)cc1 (configuration not stated),114,98,114,108,94,99,.,100,91
COc1ccc(NC(=O)CSc2nc3ccccc3c(=O)n2Cc2ccc(S(N)(=O)=O)cc2)cc1,107,104,92,102,102,104,101,116,93
Cn1ccnc1COc1ccc(C(=O)N2CCN(c3ccccn3)CC2)cc1,106,101,100,94,95,98,101,108,97
C=C1C(=O)O[C@H]2[C@H]1CC/C(CNC(=O)/C=C/c1ccc(Cl)cc1Cl)=C\CC[C@@]1(C)O[C@@H]21,-81*,8.3*,-70*,37,-72*,-26*,39,-93*,21
OC[C@H]1O[C@H](O[C@H]2[C@H](O)[C@@H](O)[C@H](O)O[C@@H]2CO)[C@H](O)[C@@H](O)[C@@H]1O,115,107,114,106,102,98,94,104,73
O=C1CCC23OC(O)C(O)C2C(O)c2ccccc2N13 (configuration not stated),109,110,103,100,104,101,110,110,116
O=C(O)c1cccc2c1Cc1ccccc1-2,106,105,102,115,99,101,98,100,97
c1ccc(-c2nc3ccccc3s2)nc1,109,92,96,87,86,98,113,92,90
Cc1c(C(=O)C(SC(=S)N2CCN(C)CC2)SC(=S)N2CCN(C)CC2)nnn1-c1ccc(Cl)cc1,95,103,101,97,101,83,103,113,98
Cc1c(N=Nc2ccc(N(C)C)cc2)cc[n+]([O-])c1C,110,93,99,102,103,92,93,134,76
Cc1cc(C)n(C(=O)CSc2nnc3sc4ccccc4n23)n1,107,100,100,.,96,90,112,86,83
Cc1ccc(/C(CSc2nc3c([nH]2)c(=O)n(C)c(=O)n3C)=N\O)cc1,109,102,104,101,107,89,90,111,116
OCCNc1nc(Nc2ccc(C3=NN(c4cc(Cl)cc(Cl)c4)C(c4ccc(F)cc4)C3)cc2)nc(N2CCOCC2)n1 (configuration not stated),81,68,64,94,65,60,81,82,67
CCCCCCCCCCCCCCCCC(C(=O)O)C(O)(CC(=O)O)C(=O)O (configuration not stated),-1.4*!,8.9*!,10&116,15&110,-20*!,20&110,15,97,-58*!
O=C(O)C1=Nc2ccccc2/C1=C\c1sc(=O)[nH]c1S,105,97,93,101,96,97,99,101,82

# Molecules listed so far that have a nitro group on carbon, in the order listed:
SMILES,DU-145,U251,SF-268,SNB-19,SF-539,PC-3,SF-295,HCC-2998,SNB-75
COc1cc2c(c(OC)c1OC)CCC(c1cccc(NC(=O)c3ccc([N+](=O)[O-])cc3)c1)O2 (configuration not stated),83,76,73,83,87,51,63,92,90
COC1/C=C/OC2(C)Oc3c(C)c(O)c4c(O)c(c(/C=N/Nc5ccc([N+](=O)[O-])cc5[N+](=O)[O-])c(O)c4c3C2=O)NC(=O)C(C)=C/C=C/C(C)C(O)C(C)C(O)C(C)C(OC(C)=O)C1C (configuration not stated),39,-32*,14,39,-2.4*,34,81,-14*,67
NS(=O)(=O)c1ccc(Cl)cc1[N+](=O)[O-],129,106,119,110,107,115,104,113,99

# Full records, quoted from the list.
# Results for Cc1cc(C)n(C(=O)CSc2nnc3sc4ccccc4n23)n1 = DU-145: 107; U251: 100; SF-268: 100; SNB-19: .; SF-539: 96; PC-3: 90; SF-295: 112; HCC-2998: 86; SNB-75: 83
# Results for Cc1ccc(/C(CSc2nc3c([nH]2)c(=O)n(C)c(=O)n3C)=N\O)cc1 = DU-145: 109; U251: 102; SF-268: 104; SNB-19: 101; SF-539: 107; PC-3: 89; SF-295: 90; HCC-2998: 111; SNB-75: 116
# Results for C=C1C(=O)O[C@H]2[C@H]1CC/C(CNC(=O)/C=C/c1ccc(Cl)cc1Cl)=C\CC[C@@]1(C)O[C@@H]21 = DU-145: -81*; U251: 8.3*; SF-268: -70*; SNB-19: 37; SF-539: -72*; PC-3: -26*; SF-295: 39; HCC-2998: -93*; SNB-75: 21

# The listing continues:
SMILES,DU-145,U251,SF-268,SNB-19,SF-539,PC-3,SF-295,HCC-2998,SNB-75
CC1=NN(c2ccccc2)C(=O)C1C(=S)SC1CC(=O)NC1=O (configuration not stated),109,102,96,98,98,91,103,110,93
CCOC(=O)c1cc(C(=O)c2ccc(OC)cc2)n2ccc(/C=C/c3ccn4c(C(=O)c5ccc(OC)cc5)cc(C(=O)OCC)c4c3)cc12,104,101,89,97,101,102,103,105,73
O=C(CNCCCCCNCC(=O)OC1CCCCC1)OC1CCCCC1,121,108,111,111,112,113,111,110,.
CN1CCN(C(=O)[C@]2(C)CC[C@]3(C)CC[C@]4(C)C(=C3C2)C=C[C@@H]2[C@@]3(C)CCCNC(C)(C)[C@@H]3CC[C@]24C)CC1,113,91,98,100,102,87,103,100,96
COC(=O)C(=O)/C=C(\O)c1cc2cc(OC)ccc2o1,106,95,99,95,118,86,.,113,71
COc1cc(OC)c(S(N)(=O)=O)cc1C1=NN(C(N)=S)C(c2ccc(Cl)cc2)C1 (configuration not stated),103,100,95,92,97,86,88,97,105
O=C1Nc2ccccc2C(c2c(-c3ccccc3)[nH]c3ccccc23)N1 (configuration not stated),104,87,95,83,87,61,80,94,74
O=C(O)CC1(c2ccccc2)OC(=O)c2ccccc21 (configuration not stated),107,103,100,109,106,96,117,95,90
ON1CCN=C1c1ccccc1Cl,118,96,112,111,105,100,121,114,102
CCOC(=O)c1ccc(N/C=C/C(=O)c2ccc(Cl)cc2)cc1,103,103,104,94,95,98,96,110,92
CCCn1cc(/C=N\N=C2\C(=O)Nc3c(F)cccc32)c2ccccc21,95,84,87,92,94,88,99,102,83
Cc1c(Cl)cccc1C(=O)Nc1nc2c(s1)CN(C(=O)c1ccc(C(F)(F)F)cc1)CC2,16,18,38,35,-24*,7.5*,25,28,6.6*
CC(C)(C)c1ccc(S(=O)(=O)Oc2ccc(-c3sc4cc(OS(=O)(=O)c5ccc(C(C)(C)C)cc5)ccc4c3C(=O)c3ccc(OCCN4CCCCC4)cc3)cc2)cc1,114,103,102,98,97,89,94,98,57
COc1ccc(-c2c(C#N)cnc(N)c2-c2nc3ccccc3s2)c(OC)c1,102,102,104,94,94,92,97,106,99
Cc1nc2cc(Nc3nc(Nc4ccc(O)cc4)nc(Nc4ccc(F)cc4)n3)ccc2n1Cc1ccccc1,58,.,89,102,94,89,95,95,85
CCOc1cc(C(=O)NCCN(CC)CC)nc2cc(Cl)ccc12,101,88,98,112,104,90,107,104,95
CC1(C)NC2=C(C(Nc3cccnc3)N1)C(c1ccc(O)cc1)C(C(=O)c1ccc(N=[N+]=[N-])cc1)O2 (configuration not stated),107,96,102,103,102,94,103,105,101
CSc1nc(NN)c(C#N)c(-c2cccs2)n1,116,95,109,94,94,84,95,92,86
COc1cc(NCC(=O)Nc2cc(Nc3cccc(Cl)c3F)ncn2)c(Cl)c(OC)c1Cl,96,94,91,95,102,79,69,112,93
CC(=O)n1cc([C@H]2CC[C@H](c3cn(C(C)=O)c4ccccc34)c3c2[nH]c2ccccc32)c2ccccc21,93,83,77,93,93,53,80,87,87
NS(=O)(=O)c1ccc(N=Nc2c(O)n(CC(=O)Nc3ccccc3Cl)c3ccccc23)cc1,29,6.3*,77,37,-10*,26,15,28,53
COc1cc(-c2nc(/C=C3/C(=O)N(C)c4ccccc43)c3ccccn23)cc(OC)c1OC,100,103,104,102,90,98,119,93,96
N#Cc1ccc(C(=O)C[n+]2ccn(CCC(=O)Nc3cccc4cccnc34)c2)cc1,103,98,99,101,105,99,96,107,87
COCC(C)OC(=O)c1ccccc1 (configuration not stated),110,102,116,106,.,97,99,109,90
CC1=C(C#N)C2=NN=C(N)NN2C(c2ccccc2)=C1,107,99,104,91,107,79,106,116,.
Cn1c(=O)c2c(nc(Sc3nc(N)cc(=O)[nH]3)n2Cc2ccc(F)cc2)n(C)c1=O,98,101,97,95,101,98,108,108,97
Cc1cccc(Oc2ccc(Nc3ncnc4ccc(NC(=O)CNCCO)cc34)cc2Cl)c1,44,45,62,66,65,61,80,67,77
O=C(CSc1nnc2n(Cc3ccccc3)c(=O)c3c4c(sc3n12)CCCC4)c1ccccc1,113,108,123,106,96,94,144,94,118
O=C(CCc1nnc(CN2C(=O)C(=O)c3ccccc32)o1)c1nc2ccccc2[nH]1,.,96,102,102,99,96,102,113,72
O=C(CN1C(=O)c2ccccc2C1=O)c1ccc(Br)cc1,136,101,109,95,99,78,125,109,106
N#Cc1cc2c(nc1-n1cccc1)CCCC2,95,106,89,90,109,103,134,102,99
CCOP(=O)(OCC)C(NC(=O)CNC(=O)c1ccccc1C(=O)O)C(=O)N1CCCCC1 (configuration not stated),105,100,101,97,99,99,101,104,81
COc1cc2nc(SCC(=O)Nc3cc(OC)c(OC)c(OC)c3)n(Cc3ccccc3)c(=O)c2cc1OC,55,6.9*,40,64,6.8*,36,46,77,-2.0*
Cc1ccncc1C(N)=O,106,98,98,.,96,.,120,124,81
Fc1cc2c(cc1Cl)N(c1ncnc3ccc(-c4cnc5cncn5c4)cc13)CC2,94,91,92,94,90,91,100,93,81
O=C(c1c[nH]c2ccccc12)c1n[nH]c(=S)n1-c1ccc(F)cc1,95,99,98,100,107,87,101,39,96
CCCCc1nc(/C=C/C(=O)c2ccc(S(N)(=O)=O)cc2)c(Cl)[nH]1,119,96,107,106,113,96,101,110,93
CCN(CC)CCNc1ccc(C)c2sc3ccccc3c(=O)c12 (tested in a mixture with another compound),39&36,15&18,24&36,26&41,32&39,35&50,41&35,21&25,51&26
CN1CCC2(CC1)Oc1ccc(Cl)cc1C1CC(c3ccc(F)cc3)=NN12 (configuration not stated),102,88,73,83,95,.,98,98,75
Cc1ccc(S(=O)(=O)Nn2c(C)c(C)cc(-c3nc4ccccc4s3)c2=O)cc1,109,95,97,102,95,96,102,109,75
Cc1ccc(NCSc2ccc(Cl)cc2)cc1,95&93,79&71,57&64,90&89,70&65,62&67,86,95&92,92&86
CC(=O)Nc1ccc(NC(=O)c2sc3nc4cc5c(cc4cc3c2N)OCCO5)cc1,103,95,95,106,91,95,102,97,75
COc1ccc2cc(C#Cc3ccc(-n4c(/C=C/c5cc(OC)c(OC)c(OC)c5)nc5ccccc5c4=O)c(C)c3)ccc2c1,99,63,80,98,79,36,119,69,110
Cc1ccc(Nc2nnc(-c3cc(-c4ccncc4)n(-c4ccccc4)n3)s2)cc1,107,66,113,90,92,56,22,57,116
CN1CCN(CCOc2ccc(-c3cnc4c(-c5cccc(F)c5)cnn4c3)cc2)CC1,72,47,80,84,71,51,80,63,88
CC(Cc1ccccc1)(c1ccccc1)[N+](C)(C)C (configuration not stated),109,101,100,110,99,89,100,108,76
COc1cc([C@@H]2c3cc4c(cc3[C@H](O)[C@H]3COC[C@@H]23)OCO4)cc(OC)c1OC,97,77,81,77,75,64,56,85,58
Cc1ccc(/C=N/NC(=O)c2cnc3n(c2=O)CCCCC3)cc1,103,98,98,96,98,106,94,119,91
